Cy5 interf NS3h – Cy5 fluorescence quenchers or enhancers, artefact control for HCV NS3 helicase inhibitor project, biochemical, ChemBridge library, Cy5 readout; Cy5-dT15 DNA with NS3h, fluorescence interference; actives lie on both sides; signal over control mean, under 1 quenches; fluorescence interference ratio at 100 µM; actives 6% (n = 16,000); AID 720488, 2013;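 active = compound fluorescence over control fluorescence at most 0.8, a quencher, or at least a set upper limit, an enhancer; inactive = ratio between 0.8 and the set upper limit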
HCV NS3h FP – HCV NS3 helicase inhibitors, primary screen, biochemical, fluorescence polarization, ChemBridge library; Hepatitis C virus NS3 helicase; NS3h Cy5-dT15 DNA binding; inhibition, % at 100 µM; actives 1.6% (n = 16,000);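 active = inhibition above the average over every tested compound plus 3 SD, cut at about 40% in these data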
* = called active by the depositor.

The first 22 records (preview)
Molecule	Cy5 interf NS3h	HCV NS3h FP
COC(=O)c1cc(NC(=O)c2cc(OC)cc(OC)c2)cc(C(=O)OC)c1	1	12
O=C(Nc1cccnc1)c1cc2n(n1)C(C(F)(F)F)CC(c1ccc(Br)cc1)N2 (stereo not given)	1	16
N#Cc1ccccc1NC(=O)c1ccc(Br)cc1	0.92	6
O=[N+]([O-])c1ccc2c(c1)S(=O)(=O)N=C2Nc1cccc(Cl)c1	0.73*	-10
COC(=O)c1ccc(NC(=O)C(C)N2C(=O)c3cccc4cccc(c34)C2=O)cc1 (stereo not given)	0.95	8
O=C(Nc1ccccc1)c1cccc(Br)c1	1	8
COc1ccc(NC(=O)C(=O)NCc2ccco2)cc1OC	1	10
COc1cc(/C=C2\C(=O)NC(=O)N(c3ccc(C)cc3)C2=O)ccc1OCc1ccc([N+](=O)[O-])cc1	1.1	2
COc1ccc(CCNc2cc(N3CCN(C(=O)c4ccc(Br)cc4)CC3)ccc2[N+](=O)[O-])cc1OC	1.1	9
N#Cc1cn(-c2ccccc2)nc1-c1ccc(Cl)cc1	1	4
Cc1ccccc1N1OC2C(=O)N(c3ccccc3)C(=O)C2C1c1ccco1 (stereo not given)	1.1	14
Cc1cc(C)cc(N2C(=O)NC(=O)/C(=C\c3cc(Br)c(O)c([N+](=O)[O-])c3)C2=O)c1	0.99	36
Cc1c(Cl)cccc1NC(=O)/C(C#N)=C/c1ccc(-c2ccc(C(=O)O)cc2)o1	1.1	17
Cc1ccc(S(=O)(=O)NC(C)(C)C(=O)O)cc1	1	-4
COCCOC(=O)C1=C(C)NC(C)=C(C(=O)OCCOC)C1c1ccc(-c2cccc(Cl)c2)o1	0.88	26
COC(=O)C1=C(O)/C(=C/c2cc(C)n(-c3cc(Cl)ccc3Cl)c2C)N=C1C	1.1	8
O=C1/C(=C/c2ccc3c(c2)OCO3)SC(=S)N1c1ccc(F)cc1	1.1	6
CC(=O)NC(=O)c1ccccc1OCc1ccc([N+](=O)[O-])cc1	1.1	2
COc1ccc(C2Nc3ccccc3C(=O)N2c2ccccc2)cc1COc1ccccn1 (stereo not given)	0.97	2
NC(=O)c1ccccc1NC(=O)c1cc(Cl)ccc1Cl	1	9
CCc1cc(=O)oc2cc(C)cc(O)c12	1	9
COc1ccc(CN2CCN(Cc3cccnc3)CC2)c(OC)c1OC	1	-10

All compounds of this part, repeating the preview:
Molecule	Cy5 interf NS3h	HCV NS3h FP
COC(=O)c1cc(NC(=O)c2cc(OC)cc(OC)c2)cc(C(=O)OC)c1	1	12
O=C(Nc1cccnc1)c1cc2n(n1)C(C(F)(F)F)CC(c1ccc(Br)cc1)N2 (stereo not given)	1	16
N#Cc1ccccc1NC(=O)c1ccc(Br)cc1	0.92	6
O=[N+]([O-])c1ccc2c(c1)S(=O)(=O)N=C2Nc1cccc(Cl)c1	0.73*	-10
COC(=O)c1ccc(NC(=O)C(C)N2C(=O)c3cccc4cccc(c34)C2=O)cc1 (stereo not given)	0.95	8
O=C(Nc1ccccc1)c1cccc(Br)c1	1	8
COc1ccc(NC(=O)C(=O)NCc2ccco2)cc1OC	1	10
COc1cc(/C=C2\C(=O)NC(=O)N(c3ccc(C)cc3)C2=O)ccc1OCc1ccc([N+](=O)[O-])cc1	1.1	2
COc1ccc(CCNc2cc(N3CCN(C(=O)c4ccc(Br)cc4)CC3)ccc2[N+](=O)[O-])cc1OC	1.1	9
N#Cc1cn(-c2ccccc2)nc1-c1ccc(Cl)cc1	1	4
Cc1ccccc1N1OC2C(=O)N(c3ccccc3)C(=O)C2C1c1ccco1 (stereo not given)	1.1	14
Cc1cc(C)cc(N2C(=O)NC(=O)/C(=C\c3cc(Br)c(O)c([N+](=O)[O-])c3)C2=O)c1	0.99	36
Cc1c(Cl)cccc1NC(=O)/C(C#N)=C/c1ccc(-c2ccc(C(=O)O)cc2)o1	1.1	17
Cc1ccc(S(=O)(=O)NC(C)(C)C(=O)O)cc1	1	-4
COCCOC(=O)C1=C(C)NC(C)=C(C(=O)OCCOC)C1c1ccc(-c2cccc(Cl)c2)o1	0.88	26

Molecule	Cy5 interf NS3h	HCV NS3h FP
COC(=O)C1=C(O)/C(=C/c2cc(C)n(-c3cc(Cl)ccc3Cl)c2C)N=C1C	1.1	8
O=C1/C(=C/c2ccc3c(c2)OCO3)SC(=S)N1c1ccc(F)cc1	1.1	6
CC(=O)NC(=O)c1ccccc1OCc1ccc([N+](=O)[O-])cc1	1.1	2
COc1ccc(C2Nc3ccccc3C(=O)N2c2ccccc2)cc1COc1ccccn1 (stereo not given)	0.97	2
NC(=O)c1ccccc1NC(=O)c1cc(Cl)ccc1Cl	1	9
CCc1cc(=O)oc2cc(C)cc(O)c12	1	9
COc1ccc(CN2CCN(Cc3cccnc3)CC2)c(OC)c1OC	1	-10
COc1cc(C(=S)N2CCOCC2)ccc1OC(=O)c1ccc([N+](=O)[O-])cc1	1	12
CS(=O)(=O)N(CC(=O)Nc1cccc(Cl)c1)c1cccc(C(F)(F)F)c1	0.99	21
CC1CN(C(=O)CCN2C(=O)c3ccccc3C2=O)CC(C)O1 (stereo not given)	1	-14
COc1ccc(CCNC(=O)/C(=C/c2ccc(Cl)cc2)NC(=O)c2ccc(C)cc2)cc1OC	0.91	14
CCOC(=O)C(=CNc1ccc(Br)cc1)C(=O)OCC	1.2	7
O=[N+]([O-])c1ccc(S(=O)(=O)Nc2cc(Cl)cc(Cl)c2)cc1	0.93	6
COC(=O)c1cc(Nc2nc3ccccc3nc2NS(=O)(=O)c2ccccc2)ccc1Cl	0.69*	21
N=c1sc(Cc2ccccc2Cl)cn1CC(=O)c1ccccc1	1	14

Molecule	Cy5 interf NS3h	HCV NS3h FP
COc1cc(NC(=O)c2ccccc2C)c(Cl)cc1NC(=O)c1ccccc1	1.1	-5
CC(C)C(=O)NS(=O)(=O)c1ccc(N)cc1	1	-2
Cc1ccc(OCC(=O)Nc2ccccc2O)cc1	1	6
CCCCOc1ccc(NC(=O)c2cccc(OC)c2)cc1	1	10
CCOc1ccccc1NC(=S)NCc1ccccc1	1.1	3
Oc1ccc2nc(-c3ccccc3)[nH]c2c1	1	-10
COC(=O)c1ccc(/C=C/C(=O)c2cccc(OC)c2)cc1	0.96	1
COc1ccc(/C=C2\C(=O)N(c3cccc(C(=O)O)c3)N=C2C)cc1OC	1	9
Cc1cc(NC(=O)c2ccc3c(c2)C(=O)N(C(C)(C)C)C3=O)no1	1	4
FC(F)(F)COc1nc(OCC(F)(F)F)nc(N2CCN(c3ccccc3)CC2)n1	1	4
CCOc1ccccc1NC(=O)CN(c1cc(Cl)cc(Cl)c1)S(C)(=O)=O	0.95	14
C=CCc1ccccc1OCC(=O)N/N=C\c1cccc(I)c1	1.1	-5
O=C(CSCc1cccc(Br)c1)NCc1ccco1	0.89	7
COC(=O)c1c(C)oc2ccc(NS(=O)(=O)c3ccc4ccccc4c3)cc12	0.97	18
O=C(CC1c2ccccc2Oc2ccccc21)NCCOc1ccccc1	0.67*	38

Molecule	Cy5 interf NS3h	HCV NS3h FP
O=C(COc1ccccc1Cl)Nc1ccc(O)cc1C(=O)O	1	6
COC(=O)C1=C(C)NC2=C(C(=O)CC(C)(C)C2)C1c1ccc(OC)cc1OC (stereo not given)	0.84	-8
CCOc1ccc(C(=O)Nc2cccc3nsnc23)cc1[N+](=O)[O-]	1	18
O=C1c2ccccc2NC(c2ccccc2O)N1c1ccc(Cl)cc1 (stereo not given)	0.88	-5
O=C1C=CC(=O)N1c1ccc(-c2cc(-c3ccccc3)nc(-c3ccc(N4C(=O)C=CC4=O)cc3)n2)cc1	1.1	7
Cc1ccc(NC(=O)CSC(N)=O)c(C)c1	0.99	7
COc1ccc(C(=O)N/C(=C/c2ccc(OCCOc3ccccc3OC)cc2)C(=O)NCC2CCCO2)cc1 (stereo not given)	0.94	12
CCN(CC)c1ccc(/C=C2\C(=O)NC(=O)N(Cc3ccccc3)C2=O)c(OC)c1	3*	79*
CC(=O)c1ccc(N2CCC(C)CC2)c(F)c1	1	10
CCOC(=O)c1ccc(NC(=O)CCCCCN2C(=O)/C(=C/c3ccc(Cl)cc3)SC2=S)cc1	1.1	11
Cc1oc2c(CN(CC(C)C)CC(C)C)c(O)ccc2c(=O)c1-c1nc2ccccc2s1	0.98	4
CCOc1ccc(NC(=O)CN(c2ccc(C)cc2)S(=O)(=O)c2ccc(SC)cc2)cc1	0.88	13
COc1cc([N+](=O)[O-])ccc1NC(=S)NC(=O)c1ccco1	1.1	2
CS(=O)(=O)N1CCN(CCCc2ccccc2)CC1	1	-5
O=C1/C(=C\c2cccc(Br)c2)SC(=S)N1c1cccc(C(F)(F)F)c1	0.63*	-3

3 compounds already listed, arranged by the value under HCV NS3h FP, high to low.
Molecule	Cy5 interf NS3h	HCV NS3h FP
CCN(CC)c1ccc(/C=C2\C(=O)NC(=O)N(Cc3ccccc3)C2=O)c(OC)c1	3*	79*
Cc1ccc(NC(=O)CSC(N)=O)c(C)c1	0.99	7
Cc1oc2c(CN(CC(C)C)CC(C)C)c(O)ccc2c(=O)c1-c1nc2ccccc2s1	0.98	4

Following part
Molecule	Cy5 interf NS3h	HCV NS3h FP
CCOC(=O)c1c(N)n(-c2ccc(OC)cc2)c2nc3ccccc3nc12	0.97	15
COc1ccc(-c2cn3cc(C)ccc3n2)cc1Br	0.96	17
CCOc1cccc(C(=O)Nc2ccc(NC(=O)c3ccco3)c(OC)c2)c1	0.92	4
CCOC(=O)C1=C(C)NC(=O)NC1c1ccc(OC)cc1 (stereo not given)	0.98	-4
COc1cc(NC(C)=O)c(Cl)cc1NC(=O)c1ccccc1	1	4
COc1cc(/C=C2\SC(=S)N(C(C)C(=O)O)C2=O)ccc1O (stereo not given)	1	14
CCOC(=O)c1ccc(P(C)(C)=O)cc1	0.99	-4
Cc1c(N2C(=O)/C(=C/c3ccc(F)cc3)SC2=S)c(=O)n(-c2ccccc2)n1C	0.82	5
CC1(C)Nc2ccccc2N(CCC(=O)N2CCOCC2)C1=O	1	-7
CCOc1ccc(NC(=O)c2ccccc2NC(=O)c2ccc(C)cc2)cc1	1	12
CC(=O)CC(=O)NCc1ccc(Cl)cc1	1	2
Cc1ccc(/C(N)=N\OC(=O)c2ccc(F)cc2)cc1	1	22
CC(C)=C(NC(=O)c1ccccc1)C(=O)NCc1ccccc1Cl	1	5
Cc1ccc(C(=O)N/C(=C\c2cccc([N+](=O)[O-])c2)C(=O)NCc2ccncc2)cc1	0.86	9
CCCC(=O)NC(c1cccc([N+](=O)[O-])c1)c1c(O)ccc2ccccc12 (stereo not given)	1	15

Molecule	Cy5 interf NS3h	HCV NS3h FP
COc1cc(C(=O)N2CCN(c3cccc(Cl)c3)CC2)c([N+](=O)[O-])cc1OC	0.67*	19
Cc1ccc(N2C(=O)CC(NCCc3cccc(Cl)c3)C2=O)cc1 (stereo not given)	1.1	8
COC(=O)C1=C(C)NC2=C(C(=O)c3ccccc32)C1c1ccccc1OCc1ccccc1F (stereo not given)	1	4
CC1(C)CC(=O)C2=C(C1)Nc1ccccc1NC2c1cccc2ccccc12 (stereo not given)	1.1	-3
COc1cccc(NC(=O)c2ccco2)c1	1.1	4
O=c1oc(-c2ccco2)nc2ccc(Cl)cc12	0.93	-3
O=C(CSc1ncn[nH]1)Nc1ccc(Cl)c(Cl)c1	0.94	-7
O=C(CSc1nsc(SCC(=O)Nc2nc(-c3ccccc3)cs2)n1)Nc1nc(-c2ccccc2)cs1	1	13
CCOc1cc(C2NC(=S)NC(C)=C2C(=O)OC(C)C)ccc1O (stereo not given)	0.94	12
COc1ccc(CCNC(=O)Nc2cc(F)c(F)cc2Cl)cc1OC	0.94	0
O=C(Cc1ccccc1)NC(NC(=S)Nc1cc(Cl)ccc1Cl)C(Cl)(Cl)Cl (stereo not given)	0.96	4
Cc1ccc(S(=O)(=O)c2ccc(Oc3ccc(Cl)cc3)cc2)cc1	1	9
O=C1C2C(c3ccccc3Cl)OC3(C(=O)c4ccccc4C3=O)C2C(=O)N1c1cccc(C(F)(F)F)c1 (stereo not given)	1	10
Clc1ccc(-c2csc(Nc3ncccn3)n2)cc1Cl	1.1	4
Cc1c(NC(=O)C(Cc2ccccc2)N2C(=O)c3ccccc3C2=O)c(=O)n(-c2ccccc2)n1C (stereo not given)	0.86	11

Molecule	Cy5 interf NS3h	HCV NS3h FP
O=C(c1cccc(Br)c1)N1CCN(c2c(Cl)cccc2[N+](=O)[O-])CC1	0.93	16
COc1ccc(N(CC(=O)N2CCOCC2)S(=O)(=O)c2ccc(C)cc2)cc1	1	2
CC1(C)CC(=O)C(C2(O)C(=O)Nc3ccccc32)CO1 (stereo not given)	1.1	8
Cc1cccc(NCN2C(=O)S/C(=C/c3ccccc3Cl)C2=O)c1	0.98	3
CCc1ccc(NC(=O)C(C)Oc2ccc(OC)cc2)cc1 (stereo not given)	0.96	0
CCCOc1ccc(/C=C2/C(=O)NC(=O)N2C(C)=O)cc1OC	1.1	8
CN(C(=O)Cc1ccccc1)c1ccccc1	0.98	-12

Screens (PubChem BioAssay)
